Pemphigus Ab inh: inhibitors of pemphigus antibody binding to human desmoglein-3; P32926; DSG3-coupled beads, scFv-anti-DSG3-GFP binding, flow cytometry; stronger effect = lower value; binding (percent of control), % at 10 µM; 310,000 tested, 0.48% active; AID 588358;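 active = binding more than 3 SD below its plate's average and above zero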;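 note: hits lower antibody fragment binding to DSG3; some compounds called inactive have numbers as strong as hits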
Target sequence (P32926 whole entry, looked up, the tested form may be a part): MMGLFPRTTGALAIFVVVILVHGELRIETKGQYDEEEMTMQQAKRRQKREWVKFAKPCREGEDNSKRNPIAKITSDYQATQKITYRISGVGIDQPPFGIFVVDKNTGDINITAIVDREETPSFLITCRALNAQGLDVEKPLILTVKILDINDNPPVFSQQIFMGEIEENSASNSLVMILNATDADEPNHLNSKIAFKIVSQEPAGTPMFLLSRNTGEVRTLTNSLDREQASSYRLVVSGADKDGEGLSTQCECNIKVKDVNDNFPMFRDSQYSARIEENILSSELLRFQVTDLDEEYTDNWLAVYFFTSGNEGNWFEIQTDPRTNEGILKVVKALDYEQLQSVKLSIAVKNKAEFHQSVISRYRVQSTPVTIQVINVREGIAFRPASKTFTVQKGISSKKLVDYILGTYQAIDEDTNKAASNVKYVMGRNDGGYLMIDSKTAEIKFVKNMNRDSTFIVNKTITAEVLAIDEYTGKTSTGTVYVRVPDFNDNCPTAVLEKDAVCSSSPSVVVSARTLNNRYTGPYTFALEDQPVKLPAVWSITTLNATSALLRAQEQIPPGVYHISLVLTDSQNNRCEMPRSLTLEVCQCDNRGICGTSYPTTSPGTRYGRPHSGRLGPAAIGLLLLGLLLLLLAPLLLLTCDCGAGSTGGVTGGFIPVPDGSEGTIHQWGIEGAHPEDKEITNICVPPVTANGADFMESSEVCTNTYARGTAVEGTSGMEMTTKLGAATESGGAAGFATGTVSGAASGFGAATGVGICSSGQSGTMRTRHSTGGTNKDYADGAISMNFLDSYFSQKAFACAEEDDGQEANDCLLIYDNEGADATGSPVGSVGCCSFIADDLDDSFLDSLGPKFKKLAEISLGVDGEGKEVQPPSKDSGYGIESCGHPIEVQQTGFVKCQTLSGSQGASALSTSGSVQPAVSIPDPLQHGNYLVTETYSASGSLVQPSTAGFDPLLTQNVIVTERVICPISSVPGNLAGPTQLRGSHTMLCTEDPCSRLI
Wnt act: activates Wnt/beta-catenin signaling in a reporter cell assay. activation, % at 9.35 µM. 300,000 tested, 1.2% active. activator, plate reader; in the data active = activation above about 30%, passing the limit was not always enough;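 note: 0% = neutral control wells and 100% = positive control wells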
V-ATPase pHluor: yeast V-ATPase proton transport regulation by pHLuorin; S. cerevisiae, pHLuorin cytosolic pH fluorescence; response, % at 10 µM; 350,000 tested, 0.37% active; AID 504577; in the data active = response mostly above about 7.3%, no sharp cut-off; inactive = mostly below about 5.4%; note: actives read high; inactives centre near 0; some compounds called inactive have numbers as strong as hits; reference of the scale not given here
* marks the source's active call; other numbers are inactive results. These rows are one share of the data; the hit share may differ from the screen's.

nr | canonical_smiles | V-ATPase pHluor | Wnt act | Pemphigus Ab inh
1 | CN(C(=O)COC(=O)/C=C/c1ccccc1)C1CCS(=O)(=O)C1 (configuration not stated) | 2.7 | 0.6 | 106.9
2 | C[C@@H]1CN([C@@H](C)CO)C(=O)c2cc(Br)cnc2O[C@H]1CN(C)S(=O)(=O)c1ccccc1 | -2.5 | -3.3 | 100.0
3 | CCOC(COC(=O)c1ccccc1C(=O)O)c1ccccc1 (configuration not stated) | -2.9 | -4.4 | 106.2
4 | COCCNc1nnc(SCC(=O)c2cc(C)n(C3CC3)c2C)s1 | -1.7 | -0.7 | 94.4
5 | CC(C)NC(=O)N(C)C[C@H]1OCCCC[C@@H](C)Oc2ccc(NC(=O)C3CCCCC3)cc2C(=O)N([C@H](C)CO)C[C@@H]1C | -3.1 | -1.5 | 97.9
6 | Cn1c(CC(O)c2nc3ccccc3n2C)nc2ccccc21 (configuration not stated) | -1.3 | 23.8 | 101.3
7 | COc1cccc(CN(C)CCCn2cnc3c(SC)ncnc32)c1 | 0.4 | 0.9 | 109.2
8 | Cc1ccc(Cl)cc1NCN1C(=O)c2ccccc2C1=O | 3.6 | -3.0 | 113.0
9 | CCOC(=O)C(=O)NCC1CCCN1S(=O)(=O)c1cccs1 (configuration not stated) | 0.7 | -2.9 | 102.6
10 | COc1ccc(CN(C)C(=O)CNC(=O)c2sc3ccccc3c2Cl)c(OC)c1 | -0.8 | 2.9 | 105.7
11 | CC1CCCN(C(=O)c2cccc(S(=O)(=O)NCc3ccccc3)c2)C1 (configuration not stated) | -0.7 | -1.7 | 101.4
12 | CCOC(=O)C(CC1=CS(=O)(=O)c2ccc(Cl)cc21)(NC(C)=O)C(=O)OCC | -5.9 | -3.4 | 106.0
13 | CCN(CC)C(=O)C(c1ccccc1)S(=O)(=O)N1CCOCC1 (configuration not stated) | -0.7 | -2.4 | 105.0
14 | CCCCN1C(=O)C(CC(=O)NCc2cccs2)CC(C(=O)N2CCOCC2)=C1C (configuration not stated) | -1.5 | -3.5 | 100.0
15 | CC(C)CC1C(=O)N(Cc2cn(CCC3OCCO3)nn2)CCS(=O)(=O)N1Cc1ccc(-c2ccc(Cl)c(Cl)c2)cc1 (configuration not stated) | 1.0 | -3.1 | 101.4
16 | O=C(CCNC(=O)C1CCN(S(=O)(=O)c2ccc(F)cc2)CC1)NCc1ccccn1 | 3.5 | -4.5 | 109.5
17 | CCOc1ccc(NC(=O)CN2CCN(c3ccc(F)cc3)CC2)cc1S(=O)(=O)N1CCCC1 | -1.2 | -1.1 | 103.7
18 | O=C(Cc1ccccc1F)Nc1cc(S(=O)(=O)N2CCCCC2)ccc1N1CCOCC1 | 0.5 | -1.2 | 103.4
19 | CC1=C(C(=O)N2CCOCC2)CC(CC(=O)NCc2ccco2)C(=O)N1Cc1ccc(C(C)(C)C)cc1 (configuration not stated) | 3.5 | -1.4 | 107.5
20 | CC1(C)CC(=O)C=C(c2ccc(CO)cc2)C1=O | 4.6 | -1.6 | 99.5
21 | O=C(OCc1cn([C@H]2CN(Cc3cccs3)[C@@H](c3ccccc3)C[C@@H]2O)nn1)c1ccccc1 | 0.3 | -0.7 | 96.7
22 | COc1ccc(NC(=O)COC(=O)c2ccc(S(=O)(=O)N3CC(C)CC(C)C3)cc2)cc1OC (configuration not stated) | 0.7 | -0.1 | 102.2
23 | N#CCCN(C(=S)Nc1ccc(Cl)c(Cl)c1)C1CCCCC1 | 0.3 | -1.6 | 105.1
24 | CC(=O)n1cc(C2CC(=O)OC3=C2CC(=O)C(C)(C)C3)c2ccccc21 (configuration not stated) | -2.1 | -2.3 | 103.0
25 | Cc1ccc([C@@H]2C[C@H]3[C@@H](CN2S(=O)(=O)c2ccc(C)cc2)C(=O)C[C@@H](c2cccc(Cl)c2)N3S(=O)(=O)c2ccc(C)cc2)cc1 | -2.5 | -2.2 | 99.7
26 | COc1ccccc1C(=O)NC(=O)COC(=O)c1cnccn1 | 0.3 | -1.5 | 101.0
27 | O=C1NC(Cc2ccc(O)cc2)c2nc3ccc(Br)cc3c(=O)n2-c2ncccc21 (configuration not stated) | -2.2 | -7.9 | 102.7
28 | S=C(NNC(=S)Nc1ccc(Cl)cc1)NNc1ccccc1 | 0.5 | 2.1 | 96.6
29 | CCN1C(=O)[C@H]2[C@@H](c3ccc(C)cc3)N[C@]3(CCCN(Cc4ccccc4)C3=O)[C@H]2C1=O | 2.7 | 3.7 | 105.9
30 | COCOCCn1cc(CN2CCS(=O)(=O)N(Cc3ccc(-c4ccc(OC)c(OC)c4)cc3)C(CC(C)C)C2=O)nn1 (configuration not stated) | 0.6 | -2.9 | 105.6
31 | CCOc1ccc(S(=O)(=O)N2CCOCC2)cc1NC(=O)CCN1C(=O)NC2(CCCC2)C1=O | 0.2 | -1.5 | 98.7
32 | C#CCn1cc2c(c1-c1ccccc1)c(=O)n(C)c(=O)n2C | 0.9 | -1.9 | 103.6
33 | O=C(CC(CC(=O)c1ccccc1)c1ccco1)c1ccccc1 | 0.2 | 0.6 | 99.4
34 | Cc1ccc(-c2ccc(CN3C(C(C)C)C(=O)N(Cc4cn(CCC5OCCCO5)nn4)CCS3(=O)=O)cc2)cc1 (configuration not stated) | 0.5 | -3.4 | 103.2
35 | O=C(c1cc(C2CC2)nn1-c1ccccc1)N1CCN(Cc2ccccc2)CC1 | 0.5 | -0.3 | 113.4
36 | COc1cc(/C=C/C(=O)OCC(=O)N2CCCCCC2)cc(OC)c1OC | 1.3 | -2.3 | 99.1
37 | CCSCC(C)(C)n1[nH]c2ccccc2c1=O | 1.5 | -1.0 | 100.0
38 | COc1ccc(S(=O)(=O)NCc2ccccn2)cc1C | -0.9 | 0.2 | 100.9
39 | C[C@@H]1CN([C@H](C)CO)C(=O)c2c(c3ccccc3n2C)-c2ccccc2CO[C@H]1CN(C)C(=O)Nc1ccccc1 | 3.5 | -5.1 | 89.9
40 | O=C(CN1C(=O)CSc2ccc(S(=O)(=O)N3CCOCC3)cc21)NCCc1ccccc1 | -0.9 | -1.2 | 99.4
41 | CC(C)N1CC2(CC(c3ccccc3C(F)(F)F)=NO2)CN1C(=O)c1ccc(C(C)(C)C)cc1 (configuration not stated) | 2.3 | -1.7 | 97.3
42 | O=P(C(=S)Nc1ccccc1Cl)(c1ccccc1)c1ccccc1 | 0.7 | 3.7 | 101.1
43 | Cc1nc2ccc(Cl)cn2c1[N+](=O)[O-] | -2.1 | 0.1 | 102.0
44 | O=S1(=O)CCN(CCCCc2ccccc2)CC1 | -1.8 | 6.9 | 98.7
45 | O=C(COC(=O)/C=C/c1ccc2ccccc2n1)NNC(=O)c1ccccc1 | 0.4 | -0.8 | 110.5
46 | CC(C)C(C(=O)O)N1C(=O)C2C3CCC(C3)C2C1=O (configuration not stated) | -2.2 | 1.1 | 102.2
47 | C[C@@H]1CN([C@H](C)CO)C(=O)CCCn2nncc2CO[C@H]1CN(C)S(=O)(=O)c1cn(C)cn1 | -2.3 | -2.5 | 101.0
48 | C[C@@H]1ON(C)[C@H]2C[C@H]3c4[nH]c5ccc(-c6ccc7c(c6)OCO7)cc5c4CCN3C(=O)[C@@H]12 | 2.0 | -4.1 | 102.7
49 | CCN(CC)C(=O)c1nc(-c2cccc3ccccc23)no1 | 1.1 | 75.0* | 110.2
50 | COc1ccccc1-c1ccccc1C1=CC(=O)CC(C)(C)C1=O | -1.3 | 1.0 | 100.6
51 | O=S(=O)(Nc1ccc2c3c(cccc13)CC2)c1ccccc1 | -0.7 | -1.6 | 102.3
52 | COc1ccc(Cl)cc1NC(=O)CN(C)C(=O)c1cn(-c2ccccc2)nc1-c1cccs1 | 3.0 | -4.9 | 112.0
53 | C[C@@H]1CN([C@@H](C)CO)S(=O)(=O)c2ccc(Br)cc2O[C@H]1CN(C)Cc1ccc(-c2ccccc2)cc1 | -1.0 | -15.6 | 99.9
54 | O=C(COC(=O)CCc1c[nH]c2ccccc12)Nc1cccc(Cl)c1 | -2.3 | -0.8 | 102.4
55 | CC(c1ccon1)N(C)C(=O)c1cccc(OC2CCN(S(C)(=O)=O)CC2)c1 (configuration not stated) | -1.0 | 2.9 | 102.0
56 | C[C@@H]1CN([C@H](C)CO)C(=O)c2cc(/C=C/c3ccccc3)cnc2O[C@H]1CN(C)C(=O)NC1CCCCC1 | -1.8 | -5.1 | 100.4
57 | CN(C)C(CNC(=O)c1sc2ccccc2c1Cl)c1ccco1 (configuration not stated) | -3.1 | 10.0 | 102.5
58 | Cc1csc(SCC(=O)Nc2ccc(CC#N)cc2)n1 | 1.9 | -0.4 | 101.2
59 | COc1ccccc1NC(=O)COC(=O)c1ccc2c(=O)n3c(nc2c1)CCC3 | 2.2 | -2.1 | 98.8
60 | CC1C(=O)N(Cc2cn(CCC3OCCO3)nn2)CCS(=O)(=O)N1Cc1ccc(-c2ccc(Cl)cc2)cc1 (configuration not stated) | -1.0 | 0.8 | 110.8

Arranged by the number under Wnt act (low to high): 3 from the list above.
#	Molecule	V-ATPase pHluor	Wnt act	Pemphigus Ab inh
59	COc1ccccc1NC(=O)COC(=O)c1ccc2c(=O)n3c(nc2c1)CCC3	2.2	-2.1	98.8
58	Cc1csc(SCC(=O)Nc2ccc(CC#N)cc2)n1	1.9	-0.4	101.2
57	CN(C)C(CNC(=O)c1sc2ccccc2c1Cl)c1ccco1 (configuration not stated)	-3.1	10.0	102.5

Quoted at random: five entries already listed.
nr | canonical_smiles | V-ATPase pHluor | Wnt act | Pemphigus Ab inh
51 | O=S(=O)(Nc1ccc2c3c(cccc13)CC2)c1ccccc1 | -0.7 | -1.6 | 102.3
50 | COc1ccccc1-c1ccccc1C1=CC(=O)CC(C)(C)C1=O | -1.3 | 1.0 | 100.6
60 | CC1C(=O)N(Cc2cn(CCC3OCCO3)nn2)CCS(=O)(=O)N1Cc1ccc(-c2ccc(Cl)cc2)cc1 (configuration not stated) | -1.0 | 0.8 | 110.8
57 | CN(C)C(CNC(=O)c1sc2ccccc2c1Cl)c1ccco1 (configuration not stated) | -3.1 | 10.0 | 102.5
56 | C[C@@H]1CN([C@H](C)CO)C(=O)c2cc(/C=C/c3ccccc3)cnc2O[C@H]1CN(C)C(=O)NC1CCCCC1 | -1.8 | -5.1 | 100.4

The results go on:
nr | canonical_smiles | V-ATPase pHluor | Wnt act | Pemphigus Ab inh
61 | Cc1ccc2c(c1)CO[C@@]21O[C@H](CCO)C[C@H](O)[C@H]1O | 1.2 | -1.3 | 97.4
62 | O=C(CSc1nc(=O)n(CCN2CCOCC2)c2c1CCCC2)Nc1ccccc1Cl | 2.9 | -5.6 | 101.6
63 | FC(F)c1nc2nc(Cl)c(Cl)nc2[nH]1 | -0.5 | -7.2 | 103.7
64 | COc1ccc(C(C#N)CC(=O)c2ccc(OC)c(OCc3ccccc3)c2)cc1OC (configuration not stated) | -0.7 | -3.4 | 104.3
65 | CC1(c2ccc3c(c2)OCCCO3)NC(=O)N(CC(=O)NCCc2ccc(F)cc2)C1=O (configuration not stated) | -0.4 | -2.1 | 107.5
66 | Cc1noc(C)c1NC(=O)Nc1ccc2c(c1)C(=O)N([C@H](C)CO)C[C@@H](C)[C@@H](CN(C)S(=O)(=O)c1cn(C)cn1)OCCCC[C@H](C)O2 | 0.8 | 0.9 | 100.4
67 | COc1ccc(Cn2ccnc2SCC(=O)Nc2ccc(F)cc2F)cc1 | -0.6 | 2.7 | 107.3
68 | CCOCCCNC(=O)Cn1cc2c(n1)-c1c(oc(C(=O)N3CCCC3)c1C)CC2 | 2.2 | 1.5 | 106.4
69 | CCOC(=O)c1cc(-c2sc(NC(=O)c3ccccc3)nc2C)n(-c2ccc(Br)cc2)n1 | 1.3 | -1.6 | 102.4
70 | O=C1[C@H]2[C@@H](c3ccc(C(F)(F)F)cc3)N[C@]3(CCCN(Cc4ccc(F)cc4)C3=O)[C@H]2C(=O)N1Cc1ccccc1 | 2.5 | -2.2 | 105.4
71 | COc1ccccc1NC(=O)Nc1ccnn1C1CCN(C(=O)C2CCOC2)CC1 (configuration not stated) | 2.0 | -0.6 | 99.4
72 | CCOC(=O)Nc1ccc2nc(-c3cscn3)[nH]c2c1 | -0.6 | 8.5 | 105.4

Values in list order from the entries so far:
Wnt act, nos. 61 to 64, in order: -1.3, -5.6, -7.2, -3.4

(further entries)
nr | canonical_smiles | V-ATPase pHluor | Wnt act | Pemphigus Ab inh
73 | CN(N=Cc1ccc([N+](=O)[O-])cc1)c1ccccn1 | -3.1 | -1.2 | 101.0
74 | COc1ccc(Cn2c(=O)oc3ccccc32)cc1OC | -1.0 | -2.5 | 101.9
75 | C[C@@H]1CN([C@H](C)CO)C(=O)CCCn2nncc2CO[C@H]1CN(C)Cc1ccc(Cl)c(Cl)c1 | -2.6 | -3.4 | 105.8
76 | Nc1ncnc2nc(-c3ccccc3)[nH]c12 | 0.9 | -3.0 | 100.8
77 | NS(=O)(=O)c1cccc(C(=O)N2CCCc3ccccc32)c1 | -2.7 | 0.4 | 97.3
78 | COc1ccc(-c2ccc(CN3C(C(C)C)C(=O)N(Cc4cn(CC5CCCCC5)nn4)CCS3(=O)=O)cc2)cc1OC (configuration not stated) | -0.1 | -2.2 | 97.2
79 | CC1C2CCC(C2)C1OC(=O)c1ccccc1C(=O)O (configuration not stated) | 0.1 | -5.5 | 105.4
80 | COc1cccc(C(=O)c2ccccc2NC(C)=O)c1 | 1.6 | 0.0 | 103.9
81 | O=C(/C=C/c1cccc(Cl)c1)OCC(=O)c1ccc[nH]1 | 1.7 | -3.1 | 98.5
82 | Cn1c(=O)c2c(ncn2CC(=O)OCC(=O)NCc2ccc(F)cc2)n(C)c1=O | -0.8 | -2.9 | 103.2

Quoted from the listing.
Reading for Nc1ncnc2nc(-c3ccccc3)[nH]c12 in Pemphigus Ab inh: 100.8
Reading for O=C(/C=C/c1cccc(Cl)c1)OCC(=O)c1ccc[nH]1 in Wnt act: -3.1

Assay outcomes: PubChem BioAssay, several laboratories
